CIT2 TOR yeast – modulators of CIT2-GFP expression in yeast, primary screen, S. cerevisiae, GFP fusion, multiplex flow cytometry, MLPCN library. S. cerevisiae CIT2-GFP strain, 3 h; 100 means same as DMSO wells. GFP response vs DMSO, % at 10 µM. hit rate 0.065% among 320,000. AID 2029, 2009;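 active means GFP response relative to DMSO above a set limit, near the screen mean plus 3 SD, cut at about 150% in these data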;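 further: ratio of well median GFP fluorescence to mean of DMSO wells on the plate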
LAP4 TOR yeast – modulators of LAP4-GFP expression in yeast, primary screen, S. cerevisiae, multiplex flow cytometry, MLPCN library; 3 h; median GFP as percent of DMSO wells; AID 2023, 2009; hit rate 0.34% among 320,000; GFP response vs DMSO, % at 10 µM;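 active means GFP response vs DMSO above a set limit, about the screen mean plus 3 SD, cut at about 150% in these data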
CR mimetic SO – reduction of superoxide in aged yeast, primary screen, HTS; hit rate 0.18% among 330,000; S. cerevisiae aged cells, superoxide DHE fluorescence; stronger effect = lower value; superoxide response (% of plate mean), % at 10 µM;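 active means superoxide response under a set limit, about three screen SD below normal, cut at about 65% in these data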;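 further: yeast aged for seven days with compound at 30 °C before DHE staining; 100% = average MFI of all compound-treated wells on the plate with controls excluded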
MEP2 TOR yeast – modulators of MEP2-GFP levels in yeast, primary screen, S. cerevisiae, multiplex flow cytometry, MLPCN library; S. cerevisiae MEP2-GFP strain, 3 h; 100% = DMSO control level; hit rate 0.51% among 330,000; GFP response vs DMSO, % at 10 µM;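 active means GFP response versus DMSO above a set limit, roughly screen mean plus 3 SD, cut at about 180% in these data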;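 further: median GFP fluorescence of the barcode-gated MEP2-GFP cells per well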
Efflux pump mplx – inhibitors of Candida efflux pumps in yeast, primary screen, S. cerevisiae, Nile Red, multiplex; S. cerevisiae Candida pump triplex; inhibition, % at 10 µM; hit rate 0.44% among 330,000; AID 485275, 2010;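 active means plate passing quality check with inhibition over a set limit, or well fluorescence over plate mean plus 4 SD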;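 further: Nile Red retained in pooled yeast measured as flow cytometry median fluorescence; 0% = buffer negative control and 100% = Enniatin B positive control; higher means more Nile Red kept so more efflux inhibition; some compounds called inactive have numbers as strong as hits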
AHR activator – AHR activators, primary screen, cell-based, luminescence, luciferase reporter, human | AHR-responsive luciferase reporter cells | AID 2796, 2010 | hit rate 2.5% among 320,000 | Aryl hydrocarbon receptor (Homo sapiens), P35869 | activation, % at 5 µM; in the data active means activation above about 47%;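 further: 0% = vehicle wells and 100% = reference agonist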
Target sequence (P35869 whole entry, looked up): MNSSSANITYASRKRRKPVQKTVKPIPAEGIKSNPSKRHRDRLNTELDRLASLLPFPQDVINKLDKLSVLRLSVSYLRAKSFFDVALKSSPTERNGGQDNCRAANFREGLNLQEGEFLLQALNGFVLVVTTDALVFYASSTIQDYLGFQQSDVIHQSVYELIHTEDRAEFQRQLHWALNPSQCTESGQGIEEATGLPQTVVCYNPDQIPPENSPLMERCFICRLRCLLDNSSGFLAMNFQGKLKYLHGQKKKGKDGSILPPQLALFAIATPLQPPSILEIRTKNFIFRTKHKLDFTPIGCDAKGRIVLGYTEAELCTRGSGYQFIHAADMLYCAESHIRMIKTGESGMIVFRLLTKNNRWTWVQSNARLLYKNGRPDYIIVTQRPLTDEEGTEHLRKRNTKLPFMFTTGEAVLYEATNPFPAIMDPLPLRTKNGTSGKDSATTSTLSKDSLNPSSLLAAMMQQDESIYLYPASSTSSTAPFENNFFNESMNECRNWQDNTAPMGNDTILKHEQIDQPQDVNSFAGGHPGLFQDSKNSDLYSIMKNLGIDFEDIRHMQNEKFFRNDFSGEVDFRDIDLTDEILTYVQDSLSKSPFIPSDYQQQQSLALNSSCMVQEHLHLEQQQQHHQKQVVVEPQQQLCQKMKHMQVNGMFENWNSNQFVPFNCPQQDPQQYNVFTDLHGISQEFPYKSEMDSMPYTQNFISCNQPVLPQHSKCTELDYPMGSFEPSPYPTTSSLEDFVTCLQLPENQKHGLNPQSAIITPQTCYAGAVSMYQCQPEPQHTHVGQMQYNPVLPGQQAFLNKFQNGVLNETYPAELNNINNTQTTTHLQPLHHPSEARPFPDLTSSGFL
RPL19A-GFP yeast – RPL19A-GFP expression modulators in yeast, primary screen, cell-based, S. cerevisiae, multiplex flow cytometry, MLPCN | S. cerevisiae RPL19A-GFP strain, 3 h; stronger effect = lower value | percent response vs DMSO, % at 10 µM | hit rate 0.3% among 330,000 | AID 2025, 2009;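 active means percent response vs DMSO below 50%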;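 further: median channel GFP fluorescence of the barcoded RPL19A-GFP strain; ratio of sample median GFP to plate DMSO average so 100% = DMSO; lower means less RPL19A-GFP as with rapamycin TOR inhibition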
AGP1 TOR yeast – modulators of AGP1-GFP expression in yeast TOR pathway, primary screen, cell-based, multiplex flow cytometry, S. cerevisiae, MLPCN library. 3 h; GFP as percent of DMSO wells. GFP response vs DMSO, % at 10 µM. hit rate 0.02% among 320,000;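 active means GFP response relative to DMSO above a set limit, near screen average plus 3 SD, cut at about 150% in these data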;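 further: median GFP channel fluorescence of the gated AGP1 strain per well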
* = called active by the depositor; nt = not tested or not shown.

1) CCC(CCC(=O)Nc1ccn(-c2ccccc2)n1)C(=O)O (stereo not drawn)
2) Cc1c(NC(=O)C(=O)/C=C(\O)c2ccc(Cl)cc2)c(=O)n(-c2ccccc2)n1C
3) CCOc1ccc(S(=O)(=O)NCC2CCCO2)cc1 (stereo not drawn)
4) CCC/C(=C1/c2ccccc2C(=O)N1c1ccccc1)c1ccc(O[C@@H]2CCCCO2)cc1
5) COC(=O)CC1COc2ccccc2N1S(=O)(=O)c1ccc(OC)cc1 (stereo not drawn)
6) O=C(OCCN1C(=O)c2cccc3c(N4CCOCC4)ccc(c23)C1=O)c1cccc(Cl)c1
compound no. | 1 | 2 | 3 | 4 | 5 | 6
CIT2 TOR yeast | 103 | 93 | 95 | 90 | 104 | 94
LAP4 TOR yeast | 98 | 91 | 93 | 97 | 96 | 87
CR mimetic SO | 73 | 92 | 86 | 113 | 96 | 88
MEP2 TOR yeast | 98 | 95 | 95 | 98 | 111 | 93
Efflux pump mplx | 0.0 | -0.1 | -0.1 | 0.5 | -0.1 | -0.5
AHR activator | -1 | -2 | -1 | 1 | -1 | 2
RPL19A-GFP yeast | 98 | 103 | 94 | 95 | 110 | 92
AGP1 TOR yeast | 97 | 98 | 99 | 99 | 108 | 91

7) O=C(CC1C(=O)NCCN1C(=O)Nc1ccccc1)Nc1ccc(F)cc1 (stereo not drawn)
8) COc1cc(/C=N/NC(=O)c2ccc(C)nc2)cc([N+](=O)[O-])c1O
9) C[C@H](NC(=O)c1nc[nH]c1C(=O)NCC(=O)OC(C)(C)C)c1ccccc1
10) Cc1nc2c(C)c(C)c(C)c(C)c2nc1C
11) CN(C)c1ccc(C(C(=O)NC(C)(C)C)N(C(=O)c2csnn2)C2CC2)cc1 (stereo not drawn)
12) COc1ccc(CCNC(=O)CN2C(=O)c3ccccc3S2(=O)=O)cc1OC
compound no. | 7 | 8 | 9 | 10 | 11 | 12
CIT2 TOR yeast | 105 | 91 | 93 | 102 | 98 | 107
LAP4 TOR yeast | 110 | 107 | 85 | 111 | 93 | 102
CR mimetic SO | 95 | 113 | 101 | 89 | 111 | 90
MEP2 TOR yeast | 107 | 100 | 84 | 106 | 94 | 110
Efflux pump mplx | 0.1 | 0.2 | -0.1 | -0.2 | 0.3 | 0.0
AHR activator | -1 | 5 | 6 | 1 | 0 | 1
RPL19A-GFP yeast | 100 | 102 | 92 | 98 | 97 | 99
AGP1 TOR yeast | 107 | 104 | 91 | 107 | 105 | 104

13) CCN1C(=S)N[C@@H](c2ccccc2)C(C(=O)OC)=C1C
14) CNc1c([N+](=O)[O-])cnn1-c1ccc(Cl)cc1Cl
15) Cc1ccc2oc(C(=O)N(Cc3ccc(N(C)C)cc3)C3CCS(=O)(=O)C3)c(C)c2c1 (stereo not drawn)
16) O=C(N/N=C/c1ccc([N+](=O)[O-])cc1)c1ccc2nc[nH]c2c1
17) CN(Cc1ccccc1F)C(=O)c1sccc1-c1ccccc1
18) CCC(C(=O)Nc1cc(C)on1)c1ccccc1 (stereo not drawn)
compound no. | 13 | 14 | 15 | 16 | 17 | 18
CIT2 TOR yeast | 68 | 97 | 95 | 90 | 93 | 102
LAP4 TOR yeast | 104 | 99 | 87 | nt | 99 | 100
CR mimetic SO | 96 | 106 | 100 | 90 | 85 | 91
MEP2 TOR yeast | 95 | 96 | 100 | 104 | 98 | 100
Efflux pump mplx | 0.1 | 0.1 | -0.2 | -0.1 | 0.0 | 0.0
AHR activator | 3 | -1 | 0 | -11 | -1 | 3
RPL19A-GFP yeast | 95 | 99 | 101 | 96 | 101 | 102
AGP1 TOR yeast | 76 | 106 | 87 | 95 | 95 | 110

19) NS(=O)(=O)c1ccc(N2CCN(C(=O)c3ccco3)CC2)nc1
20) Cc1ccc(Cl)cc1NC(=S)N(Cc1ccco1)C(C)c1cccs1 (stereo not drawn)
21) Cc1ccc(C(=O)CSc2nn3c(=O)c(C(C)(C)C)nnc3s2)cc1
22) Cc1cc(SCC(=O)N/N=C/c2ccc(O)cc2O)c(C)cc1Br
23) Cc1c(NC(=O)CSc2ccc(Cl)cc2)cccc1-c1nc2ncccc2o1
24) COc1ccccc1CNC(=S)NCc1ccc(Cl)cc1
compound no. | 19 | 20 | 21 | 22 | 23 | 24
CIT2 TOR yeast | 95 | 102 | 102 | 113 | 93 | 91
LAP4 TOR yeast | 94 | 104 | 100 | 104 | 113 | 81
CR mimetic SO | 105 | 94 | 93 | 96 | 136 | 107
MEP2 TOR yeast | 99 | 104 | 100 | 104 | 103 | 95
Efflux pump mplx | 0.1 | 0.0 | 0.1 | 0.3 | 0.0 | -0.1
AHR activator | -1 | -1 | 3 | 1 | 6 | 9
RPL19A-GFP yeast | 97 | 100 | 100 | 100 | 101 | 105
AGP1 TOR yeast | 100 | 103 | 106 | 105 | 96 | 90

25) COc1ccc(CNC(=O)CSc2n[nH]c(N)n2)cc1OC
26) CCOC(=O)N/N=C\c1ccc([N+](=O)[O-])s1
27) O=C(O)c1ccc2c(=O)n3c(nc2c1)/C(=C/c1ccc(Cl)cc1Cl)CC3
28) COc1ccccc1CC(=O)Nc1ccccc1C(=O)O
29) CC(C)n1ncc2c(C(=O)NCc3ccccc3CN(C)C)cc(C3CC3)nc21
30) CCOc1ccccc1NC(=O)c1ccccc1NS(C)(=O)=O
compound no. | 25 | 26 | 27 | 28 | 29 | 30
CIT2 TOR yeast | 100 | 95 | 100 | 106 | 107 | 102
LAP4 TOR yeast | 89 | 110 | 97 | 102 | 111 | 93
CR mimetic SO | 105 | 104 | 98 | 140 | 89 | 95
MEP2 TOR yeast | 100 | 99 | 101 | 106 | 107 | 98
Efflux pump mplx | -0.2 | -0.2 | -0.2 | -0.2 | 0.2 | -0.1
AHR activator | 1 | 6 | 0 | -1 | 3 | 6
RPL19A-GFP yeast | 100 | 93 | 89 | 100 | 109 | 99
AGP1 TOR yeast | 101 | 93 | 88 | 108 | 109 | 99

Profiles as entered above.
C[C@H](NC(=O)c1nc[nH]c1C(=O)NCC(=O)OC(C)(C)C)c1ccccc1 is listed with CIT2 TOR yeast: 93; LAP4 TOR yeast: 85; CR mimetic SO: 101; MEP2 TOR yeast: 84; Efflux pump mplx: -0.1; AHR activator: 6; RPL19A-GFP yeast: 92; AGP1 TOR yeast: 91
CNc1c([N+](=O)[O-])cnn1-c1ccc(Cl)cc1Cl is listed with CIT2 TOR yeast: 97; LAP4 TOR yeast: 99; CR mimetic SO: 106; MEP2 TOR yeast: 96; Efflux pump mplx: 0.1; AHR activator: -1; RPL19A-GFP yeast: 99; AGP1 TOR yeast: 106

Other results follow.
31) COc1ccc(S(=O)(=O)N2CC3CCCN3c3cc(C(F)(F)F)ccc32)cc1 (stereo not drawn)
32) COCCn1c(SCC(=O)Nc2ccccc2)nc2c(oc3ccccc32)c1=O
33) CC(C)c1nnc(NC(=O)CSc2ncn[nH]2)s1
34) COc1cc2c(cc1CNC[C@H]1O[C@@H](n3cnc4c(N)ncnc43)[C@H](O)[C@@H]1O)OCO2
35) COc1ccccc1OCCC(=O)OCC(=O)Nc1ccc2c(c1)OCO2
36) CCCC(NC(=O)CNC(=O)C(C)(C)C)C(=O)O (stereo not drawn)
compound no. | 31 | 32 | 33 | 34 | 35 | 36
CIT2 TOR yeast | 95 | 102 | 103 | 99 | 98 | 106
LAP4 TOR yeast | 92 | 90 | 101 | 96 | 87 | 99
CR mimetic SO | 105 | 120 | 110 | 94 | 101 | 103
MEP2 TOR yeast | 95 | 101 | 108 | 97 | 86 | 109
Efflux pump mplx | -0.2 | -0.1 | 0.0 | -0.2 | -0.1 | 0.0
AHR activator | -6 | 3 | 1 | 0 | 1 | 1
RPL19A-GFP yeast | 93 | 107 | 102 | 97 | 97 | 104
AGP1 TOR yeast | 91 | 98 | 100 | 101 | 95 | 106

37) COc1ccc(-c2csc3ncnc(N4CCN(c5ccc(OC)cc5)CC4)c23)cc1
38) CN(c1ccc(C(=O)Nc2cccc([N+](=O)[O-])c2)cc1)S(C)(=O)=O
39) Cc1cccc(NC(=S)NC(=O)CCc2ccccc2)c1
40) COc1ccc(NS(=O)(=O)c2cccc(C(=O)NNC(=O)c3ccccc3OC)c2)cc1
41) O=C(NC1CCCC1)c1cccnc1N1CCCCCC1
42) Cc1ccc(Cl)cc1N1CCN(C(c2ccc(C#N)cc2)c2nnnn2C2CCCC2)CC1 (stereo not drawn)
compound no. | 37 | 38 | 39 | 40 | 41 | 42
CIT2 TOR yeast | 88 | 89 | 99 | 106 | 97 | 107
LAP4 TOR yeast | 83 | 127 | 111 | 101 | 97 | 105
CR mimetic SO | 96 | 95 | 109 | 99 | 113 | 107
MEP2 TOR yeast | 98 | 115 | 105 | 102 | 96 | 106
Efflux pump mplx | 0.1 | 0.0 | 0.3 | 0.0 | 0.0 | 0.1
AHR activator | 6 | 0 | 10 | 29 | -1 | 0
RPL19A-GFP yeast | 98 | 94 | 101 | 99 | 95 | 106
AGP1 TOR yeast | 80 | 102 | nt | 118 | 97 | 108

43) COc1cccc(CC(=O)OCC(=O)c2cc(OC)ccc2OC)c1
44) COc1ccc(C)cc1NC(=O)CSc1nc2ccccc2nc1N1CC(C)OC(C)C1 (stereo not drawn)
45) COCCNC(=O)C(c1ccc(F)cc1)N(CCOC)C(=O)CCC(=O)Nc1nccs1 (stereo not drawn)
46) COc1ccc(S(=O)(=O)N(CCc2ccccc2)CC(=O)O)cc1C
47) Cc1ccc(C)c(S(=O)(=O)N2CCN(C(=O)C3CCN(C(=O)c4ccc(F)cc4)CC3)CC2)c1
48) COc1ccc(C(=O)N2CCC(N3CCN(c4ccccc4)CC3)CC2)cc1
compound no. | 43 | 44 | 45 | 46 | 47 | 48
CIT2 TOR yeast | 105 | 110 | 89 | nt | 101 | 101
LAP4 TOR yeast | 113 | 119 | 92 | 95 | 109 | 103
CR mimetic SO | 81 | 95 | 111 | 151 | 97 | 80
MEP2 TOR yeast | 104 | 95 | 98 | 101 | 110 | 97
Efflux pump mplx | -0.2 | 0.1 | 0.1 | 0.1 | 0.1 | -0.1
AHR activator | 3 | 11 | 3 | -4 | -1 | -1
RPL19A-GFP yeast | 102 | 105 | 102 | 96 | 96 | 97
AGP1 TOR yeast | 103 | 108 | 91 | 101 | 101 | 101

49) CCc1ccc(CN2CCC(N3CCC(C(=O)N4CCCC4)CC3)CC2)o1
50) CC(C)CC(=O)Nc1ccnc(-c2ccncc2)n1
51) CC(C)c1ccc(C(=O)NCCCNC(=O)c2cnccn2)cc1
52) O=C(c1ccc(C(F)(F)F)cc1)N1CCCCC1
53) O=C(NC1CCCCCC1)C(=S)N1CCOCC1
54) NS(=O)(=O)c1ccc(CNC(=O)c2ccc(Cl)cc2[N+](=O)[O-])cc1
55) CCOC(=O)c1c(NC(=O)C2=C(C)NC(=S)NC2c2ccc(F)cc2F)sc(C)c1C (stereo not drawn)
compound no. | 49 | 50 | 51 | 52 | 53 | 54 | 55
CIT2 TOR yeast | 94 | 100 | 98 | 100 | 104 | 97 | 110
LAP4 TOR yeast | 93 | 90 | 97 | 96 | 106 | 108 | 103
CR mimetic SO | 113 | 112 | 92 | 97 | 93 | 101 | 100
MEP2 TOR yeast | 107 | 105 | 88 | 98 | 102 | 104 | 109
Efflux pump mplx | -0.1 | 0.0 | 0.0 | 0.0 | -0.1 | -0.2 | -0.3
AHR activator | 1 | 29 | 2 | 3 | 1 | 0 | 5
RPL19A-GFP yeast | 96 | 102 | 96 | 98 | 96 | 105 | 107
AGP1 TOR yeast | 98 | 96 | 96 | 103 | 105 | 103 | 109
